Screening results: PubChem, several laboratories
DAX1 inh-1: inhibits human nuclear receptor DAX1; inhibition, % at 6.75 µM; P51843; AID 504766; hit rate 0.99% among 340,000; HEK293 Gal4-DAX1 luciferase reporter, luminescence;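 active = inhibition above the mean over all tested compounds plus 3 SD, cut at about 4.2% in these data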;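 also: 0% = DAX1-transfected cells with DMSO and 100% = empty-vector control cells with DMSO; inhibition shows as a rise in luminescence from relieved DAX1 repression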
Target sequence (P51843 207-470 limits assumed): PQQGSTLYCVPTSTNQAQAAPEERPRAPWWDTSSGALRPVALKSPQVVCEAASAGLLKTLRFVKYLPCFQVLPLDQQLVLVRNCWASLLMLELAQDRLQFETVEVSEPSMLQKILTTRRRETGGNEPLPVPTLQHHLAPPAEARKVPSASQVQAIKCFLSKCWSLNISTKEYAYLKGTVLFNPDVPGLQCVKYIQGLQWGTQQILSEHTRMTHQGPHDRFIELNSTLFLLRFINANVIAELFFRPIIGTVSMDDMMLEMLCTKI
hgDAF-12 ag: activates the H. glycines DAF-12 receptor ligand-binding domain; HEK293 GAL4-hgDAF12 UAS-luciferase reporter, agonist luminescence; normalized to butyrate control; AID 687014; activation, % at 6.8 µM; hit rate 1.8% among 370,000;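 active = activation above a cutoff set at the mean of all screened compounds plus 3 SD, cut at about 10% in these data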;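 also: 0% = DMSO wells and 100% = sodium butyrate wells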
PG9 Ab binder: binds the HIV-1 gp120 antibody PG9; TR-FRET gp120-PG9 antibody binding; inhibition, % at 6.7 µM; hit rate 0.43% among 360,000; AID 624416; in the data active = inhibition above about 8.5%
ssDAF12 agonist: activators of S. stercoralis DAF-12 nuclear receptor | hit rate 1% among 370,000 | AID 652126 | activation, % at 6.8 µM | HEK293 ssDAF-12/GRIP1 lit1-tk-luc reporter, luminescence; % of 3 µM dafachronic acid response;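 active = activation above the mean over all tested compounds plus 3 SD, cut at about 0.9% in these data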;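 also: 0% = DMSO-only wells and 100% = 3 µM delta7-dafachronic acid wells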
SMARCA2 activ: increases SMARCA2 function in MMTV reporter cells. MG213 cells, MMTV-luciferase reporter, dexamethasone, overnight. activation, % at 9.1 µM. hit rate 1% among 370,000. AID 652017; in the data active = activation above about 7.8%;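 also: 0% = vehicle wells and 100% = reference activator wells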
GAA850 FXN act: increases GAA850 frataxin promoter reporter activity. AID 540364. hit rate 0.56% among 360,000. HEK293 lucGAA850 FXN promoter luciferase reporter, 24 h; percent of 10 µM SAHA response. activation, % at 6 µM;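 active = activation above the average of all compounds screened plus 3 SD, cutoff fixed separately per campaign, cut at about 7.5% in these data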;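 also: 0% = DMSO wells and 100% = 10 µM SAHA wells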
DAX1 inh-2: inhibitors of DAX1 repression of SF-1 activated StAR promoter. HEK293T StAR-luciferase reporter, SF-1/DAX-1 repression relief. inhibition, % at 6.8 µM. hit rate 1.1% among 370,000. AID 652010;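 active = inhibition above the mean over all tested compounds plus 3 SD, cut at about 3.6% in these data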;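 also: 0% = DAX-1 cells with DMSO and 100% = cells lacking DAX-1 with DMSO; higher inhibition means more luminescence from relief of DAX-1 repression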
NPR1 activator: GC-A (human) enzyme activation. P16066. HEK293 GC-A cells, cGMP TR-FRET, EC30 ANP; 0% at EC30 ANP, 100% saturating ANP. activation, % at 10 µM. hit rate 0.14% among 370,000. AID 1671463; in the data active = activation above about 40%
ADAM17 inh: ADAM17 inhibition, QFRET primary screen | recombinant ADAM17, EDANS/DABCYL FRET peptide cleavage | AID 720648 | P78536 | inhibition, % at 6.95 µM | hit rate 0.83% among 370,000;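 active = inhibition above the mean of compounds lying between control limits plus 3 SD, set per campaign, cut at about 8.5% in these data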;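 also: 0% = DMSO-only wells as the low control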
Target sequence (P78536 215-824 limits assumed): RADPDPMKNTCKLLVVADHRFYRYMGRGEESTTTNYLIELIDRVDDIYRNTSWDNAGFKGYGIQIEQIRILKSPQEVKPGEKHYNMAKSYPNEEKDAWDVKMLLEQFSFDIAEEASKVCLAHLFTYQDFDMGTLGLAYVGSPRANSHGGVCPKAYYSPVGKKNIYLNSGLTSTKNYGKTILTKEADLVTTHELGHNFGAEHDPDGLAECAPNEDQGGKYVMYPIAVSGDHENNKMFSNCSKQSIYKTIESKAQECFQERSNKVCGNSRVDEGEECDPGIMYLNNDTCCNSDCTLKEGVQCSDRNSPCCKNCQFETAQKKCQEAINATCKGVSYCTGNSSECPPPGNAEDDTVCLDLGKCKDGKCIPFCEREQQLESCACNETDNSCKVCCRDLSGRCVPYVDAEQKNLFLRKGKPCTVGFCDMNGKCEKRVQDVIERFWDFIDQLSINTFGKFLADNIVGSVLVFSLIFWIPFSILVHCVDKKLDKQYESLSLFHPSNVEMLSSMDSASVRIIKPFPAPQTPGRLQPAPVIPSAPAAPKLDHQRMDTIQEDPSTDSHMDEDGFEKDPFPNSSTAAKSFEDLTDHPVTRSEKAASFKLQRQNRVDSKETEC
ADAM10 inh: inhibits human ADAM10; O14672; recombinant ADAM10, EDANS/DABCYL FRET peptide cleavage, 3 h; inhibition, % at 7 µM; hit rate 0.62% among 370,000; AID 720582;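 active = inhibition above a per-campaign cutoff equal to the mean of compounds falling between control-based bounds plus 3 SD, cut at about 20% in these data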;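 also: 0% = DMSO wells while the 100% control is not disclosed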
hcDAF12 agonist: activates DAF-12 receptor from parasite H. contortus | HEK293 hcDAF-12 lit1-tk-luc reporter, luminescence; 0% DMSO, 100% Δ7-dafachronic acid | activation, % at 6.8 µM | hit rate 1.4% among 370,000 | AID 652067;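 active = activation above the mean of all tested compounds plus 3 SD, cut at about 5.5% in these data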;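 also: 100% = response to 3 µM Δ7-dafachronic acid high control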
An asterisk follows results filed as active; i = inactive; / = not tested or not shown.

SMILES,DAX1 inh-1,hgDAF-12 ag,PG9 Ab binder,ssDAF12 agonist,SMARCA2 activ,GAA850 FXN act,DAX1 inh-2,NPR1 activator,ADAM17 inh,ADAM10 inh,hcDAF12 agonist
Cn1c(=O)c2c(nc(NCc3ccco3)n2Cc2ccc(Cl)cc2Cl)n(C)c1=O,1.6,-2.0,0.7,-1.8,-3,2.7,0.2,18,0,-20,-0.7
O=C(CN1CCOCC1)Nc1ccc(S(=O)(=O)NC2CCCCC2)cc1,-1.1,-3.8,-0.4,-1.8,-1,1.1,-0.5,-4,-4,-3,-2.9
COc1ccc(C2OC34CCCCC3C(C#N)(C#N)C2(C#N)C(=N)O4)cc1 (stereo not given),-0.1,-1.7,0.4,-0.3,0,0.4,-0.4,2,-280,i,0.1
COc1ccc(C2C(O)C(c3c[nH]c4ccccc34)=NN2C(=O)CCl)cc1 (stereo not given),-3.6,-9.7,1.4,-0.9,-12,-12,-2.0,1,-57,-141,-3.3
CCOC(=O)c1oc2nc(CC(C)C)c3c(c2c1N)CCC3,-1.3,-1.3,0.7,-2.2,-4,-0.2,-0.5,-1,-348,i,-2.5
O=C(O)COc1ccccc1/C=N/NC(=O)/C(=C\c1ccc2c(c1)OCO2)NC(=O)c1ccccc1,1.1,1.6,-0.7,-1.1,1,3.6,0.2,2,-6,-22,0.5
COc1cc(NC(=S)Nc2cccnc2)cc(OC)c1,0.3,0.2,1.1,-1.0,-2,0.6,0.3,-1,-1,-4,-1.6
CCOc1ccccc1C(=O)Nc1nnc(CC)s1,0.9,6.1,-1.4,-0.6,-3,2.8,-0.2,1,-3,-13,2.2
Cc1ccccc1CN1CCC(n2nccc2NC(=O)CCOc2ccccc2)CC1,0.2,1.9,0.9,-1.2,-4,-0.6,0.5,-1,1,4,-2.6
Cc1ccc(N2CCN(C(=O)c3ccccc3Br)CC2)c(C)c1,-0.2,3.4,0.1,-1.4,-2,1.9,-0.4,0,3,9,-2.5
CCOc1cc(Br)c(C(C)NC(=O)c2cccnc2)cc1OCC (stereo not given),/,-3.4,-4.0,-0.5,-6,1.2,-0.5,-3,5,3,-1.7
OC[C@@H]1CN(Cc2ccc3c(c2)OCO3)C[C@H](n2cnc3c(NCc4ccc(F)cc4)ncnc32)O1,/,-0.5,1.5,-1.4,-1,-1.8,-1.2,-1,-4,5,-0.8
COCC1CCCCN1C(=O)c1ccc2nc(Cc3ccc(OC)c(OC)c3)oc2c1 (stereo not given),-1.6,0.0,-1.4,-0.7,-1,4.7,-3.7,3,-1,-1,-1.0
COc1ccccc1C1(O)C(=O)Nc2ccccc21 (stereo not given),0.7,-1.6,-2.8,-0.7,1,-1.0,0.2,4,2,-2,-0.5
NC(=O)CC(NC(=O)c1cccc(Br)c1)c1ccc(N2CCC(Br)CC2)c([N+](=O)[O-])c1 (stereo not given),-0.6,1.0,-3.0,-0.6,0,-0.8,-0.6,-2,0,12,-0.7
CCOC(=O)c1cnc(SC)nc1N,0.1,1.1,-0.7,-1.1,-1,-0.9,-0.3,2,-2,-2,-0.7
c1ccc(-c2c[n+]3c(n2-c2ccccc2)CCC3)cc1,-1.0,-0.7,0.7,-0.5,-7,0.4,-1.2,2,-6,-16,0.5
O=C(COc1ccccc1)NCC(=O)N/N=C/C=C/c1ccccc1,-0.5,-0.8,-2.5,-0.3,0,1.1,0.0,-1,0,9,0.4
N#Cc1nc(COc2ccc(F)cc2)oc1NCCCn1ccnc1,0.8,-0.6,-2.0,-0.3,-2,0.5,-0.4,-2,-4,15,0.4
C=Cn1cc[n+](CC(=O)C(C)(C)C)c1,-1.7,0.0,-2.2,-1.4,-4,1.2,-0.1,0,-1,2,0.7
O=C(N1CCCCC1)N1CCN(C(c2ccccc2)c2ccccc2)CC1,-0.9,-2.0,0.7,-0.8,-1,2.1,-0.8,2,1,8,-1.7
CCOC(=O)c1cc2sccc2n1CC(=O)N1CCCC1,1.2,-2.6,0.6,-1.1,0,2.5,-0.2,0,-4,5,-0.6
O=C(COC(=O)c1ccc2c(c1)OCCO2)Nc1cc(S(=O)(=O)N2CCOCC2)ccc1Cl,0.9,1.3,-1.4,-1.0,-2,-1.0,0.1,-2,-1,3,-0.5
CCOC(=O)c1cc(OC(=O)c2ccccc2Br)n(-c2ccccc2)n1,2.2,-0.7,0.5,-1.3,-3,0.4,0.0,3,2,-2,-0.3
CC(c1n[nH]c(=S)n1Cc1ccccc1)N(C)C (stereo not given),-0.6,2.6,0.9,-1.8,-2,-1.7,0.0,2,-4,-1,1.8
COc1cc(-c2cc(C(=O)N3CCN(c4ccccn4)CC3)c3ccccc3n2)cc(OC)c1OC,-5.0,-8.3,-0.3,-2.3,-1,-8.1,-3.2,8,-6,-16,-1.7
O=C(CCc1nnc(C2CCCCC2)o1)N1CCCCC1CCn1cccn1 (stereo not given),-0.9,0.6,-2.8,-0.7,3,1.8,-0.2,2,-2,0,-1.2
CCOC(=O)N1CCN(c2ccccc2OC)CC1,0.3,-3.4,-0.1,-1.1,-1,2.3,1.0,2,0,-10,-1.4
CCc1nnc(NS(=O)(=O)c2ccc(NC(=S)NC(=O)/C=C/c3ccc(OC)cc3)cc2)s1,-0.9,2.4,-2.8,-0.6,-2,1.8,0.2,-10,1,-3,-0.9
CCC(Sc1n[nH]c(=O)[nH]c1=O)C(=O)OCc1ccccc1 (stereo not given),0.1,0.5,-1.1,-1.1,-2,-0.8,-0.2,-3,-6,-2,-1.2
CCc1ccc(NC(=O)C2=CC(c3cccs3)=NS(=O)(=O)N2C)cc1,-0.8,-2.6,0.7,-0.9,-6,0.7,-0.7,-1,18*,29*,1.1
COc1cc(S(=O)(=O)NCCCn2ccnc2)ccc1Cl,-0.1,1.7,-1.5,-0.9,0,0.2,0.3,-2,-4,14,0.2
O=C(c1c(O)c2ccccc2oc1=O)C1CCCCC1,0.0,0.3,2.6,-1.3,-4,-3.3,-0.6,1,-3,-7,-0.4
O=C1c2ccccc2C(c2nnnn2Cc2ccccc2)N1Cc1cccnc1 (stereo not given),/,-2.7,-1.2,-1.5,-5,/,2.1,-3,-8,-11,-0.7
Cc1ccc(O)c(C2=Nc3ccccc3N=C(c3cccs3)C2)c1,-0.7,0.6,2.1,-1.1,-2,0.5,-0.3,-1,-3,-15,1.4
O=C(NC1CCCc2ccccc21)c1cccc(S(=O)(=O)N2CCOCC2)c1 (stereo not given),-1.6,0.5,-2.2,0.0,1,0.8,-0.2,-3,2,9,0.5
CCOC(=O)Cc1nn(CCc2ccccn2)c(=O)c2ccccc12,0.6,1.5,-3.1,-0.6,-1,-0.7,-0.8,-1,3,11,1.5
Cc1ccc(CN2CCC(n3nccc3NC(=O)CCCc3ccccc3)CC2)o1,0.1,2.0,-1.1,-1.4,1,0.4,-0.4,0,0,2,-0.4
CC(C)CN(C(=O)COC(=O)c1cccn1C)c1c(N)n(Cc2ccccc2)c(=O)[nH]c1=O,-0.1,-2.8,0.9,-1.0,-2,-1.2,-0.5,-1,-2,-14,-1.4
C/C(Cn1cnc([N+](=O)[O-])n1)=N/NC(=O)COc1c(Cl)cc(Cl)cc1Cl,1.3,-0.8,-1.0,-1.9,-2,1.0,-0.2,5,2,-5,-1.7
COC(=O)c1cn(N(C)c2ncc(C(F)(F)F)cc2Cl)c(=O)c2ccccc12,1.6,-0.5,2.5,-1.6,0,1.8,0.0,-4,0,3,-1.1
COc1cc(NC(=S)NCCc2c[nH]c3ccccc23)c(OC)cc1Cl,0.4,0.5,-1.5,-1.4,-4,1.6,-0.6,-14,8,11,0.5
C=CCS(=O)(=O)N1CCCC(Cc2ccccc2C)(C(=O)OCC)C1 (stereo not given),2.3,6.8,2.3,0.0,4,1.4,0.1,-2,0,2,3.5
CCCN(CCC)c1ncnc2nc[nH]c12,0.8,2.9,-0.2,-1.7,-3,-5.3,0.3,-2,-3,-8,-1.2
CCOC(=O)C1(C(F)(F)F)N=C(C(F)(F)F)Nc2ccccc21 (stereo not given),0.9,-1.2,-1.7,-1.5,9.8*,0.5,-0.5,/,0,-1,0.5
COc1ccc(OC)c(NC(=O)C(=S)NC2CCCCC2)c1,-0.5,4.3,0.5,0.2,-2,4.0,-0.4,3,0,5,0.4
CCOc1ccccc1N1CCN(Cc2cccc(OC)c2OC)CC1,-0.5,-1.1,-1.7,-0.7,0,0.1,0.3,2,-1,-9,-1.6
Cc1cc(SCC(=O)Nc2cccc(S(N)(=O)=O)c2)c(C)cc1Br,2.2,-4.4,-0.9,-1.5,-3,3.3,-0.1,-9,6,1,-1.4
CCCC(C(=O)O)N1C(=O)/C(=C/c2cccn2C)SC1=S (stereo not given),-0.1,-1.2,0.3,-1.3,-1,1.4,0.2,-8,7,15,0.4
CCOc1ccc(N(CC(=O)NCCSCc2ccco2)S(=O)(=O)c2ccc(F)cc2)cc1,-0.2,2.0,0.0,-0.9,2,-0.7,-0.7,-2,0,5,-0.1
Cc1nc(SCC(=O)N2CCCC2=O)nc(C)c1C,1.3,2.9,-0.9,-1.1,-5,0.8,0.1,-1,-4,2,0.1
NC(=S)N/N=C/c1cn(CCC(=O)O)nc1-c1cccc(Br)c1,1.3,-1.1,1.7,-1.1,-2,-0.2,1.3,-5,1,-2,-0.2
CC1(C)Cc2c(sc(NC(=O)c3ccc(S(=O)(=O)N4CCCCCC4)cc3)c2C(N)=O)C(C)(C)N1,0.2,-0.8,1.0,-1.1,0,-0.4,0.1,-6,-18,-32,1.5
COc1ccc(NC(=O)c2c[nH]n3c(=O)cc(C4CCN(C(=O)OC(C)(C)C)CC4)nc23)cc1Cl,0.2,-2.5,2.1,-1.6,-4,0.1,-0.4,-4,1,3,-1.4
COc1ccc(-n2c(C)cc(/C=N/Nc3nnc(C)n3N)c2C)cc1,-1.7,-8.2,-4.0,-2.7,-8,0.7,-3.5,-1,-2,-6,-3.3
O=C(NCCCN1CCN(CCCNC(=O)c2cc([N+](=O)[O-])ccc2Cl)CC1)c1cc([N+](=O)[O-])ccc1Cl,0.7,3.1,-2.1,-0.9,-2,-0.2,0.2,3,-7,-11,-1.5
CCN(CC(=O)Nc1c(F)cccc1F)C(=O)CSc1ccccc1,0.2,0.5,-2.6,-0.8,3,-0.5,0.7,3,-1,-6,-0.8
CC(C(=O)Nc1ccccc1-c1ccccc1)N(C)Cc1nc2ccccc2c(=O)[nH]1 (stereo not given),4.0,-0.3,-1.0,-1.5,-1,-1.6,-0.9,-5,-5,-10,-2.0

The order is random. Share with any hit: about 6.8%.
